Bioassay records from PubChem BioAssay.
STK33 kinase inh = inhibitors of human STK33 kinase. Q9BYT3. purified STK33, MBP phosphorylation, ADP-Glo luminescence. inhibition, % at 10 µM. actives 0.073% (n = 320,000);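 active = inhibition at or above 25%, using the most active replicate where run in duplicate; inactive = inhibition below 25%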
Target sequence (Q9BYT3 whole entry, looked up): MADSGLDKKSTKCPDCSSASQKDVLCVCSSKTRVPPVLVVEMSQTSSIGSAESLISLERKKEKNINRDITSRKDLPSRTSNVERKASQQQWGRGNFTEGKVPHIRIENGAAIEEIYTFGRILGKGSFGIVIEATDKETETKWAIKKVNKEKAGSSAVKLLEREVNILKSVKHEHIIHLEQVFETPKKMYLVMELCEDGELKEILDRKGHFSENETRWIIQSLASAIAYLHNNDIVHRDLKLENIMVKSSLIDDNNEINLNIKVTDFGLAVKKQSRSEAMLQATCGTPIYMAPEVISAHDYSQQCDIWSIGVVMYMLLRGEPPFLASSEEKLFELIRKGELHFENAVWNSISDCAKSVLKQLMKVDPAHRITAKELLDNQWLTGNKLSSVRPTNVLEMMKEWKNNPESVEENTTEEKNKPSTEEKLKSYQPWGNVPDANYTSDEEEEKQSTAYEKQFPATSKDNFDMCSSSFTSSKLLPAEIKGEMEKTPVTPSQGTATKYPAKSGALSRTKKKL
Kir21 inh = Kir2.1 (mouse) channel inhibition. P35561. B-score at 10 µM. HEK293-Kir2.1, FluxOR thallium flux fluorescence; stronger effect = lower value. actives 0.85% (n = 310,000);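 active = fluorescence ratio B-score at or below minus 3 SD of library scores, with starting-brightness B-score within 2 SD, cut at about -4.2 in these data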;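 note: channel flux triggered by added potassium and thallium sulfate stimulus; B-score of peak minus minimum fluorescence over baseline after thallium stimulus; more negative B-score means stronger Kir2.1 block with less thallium influx; some compounds called inactive have numbers as strong as hits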
Target sequence (P35561 whole entry, looked up): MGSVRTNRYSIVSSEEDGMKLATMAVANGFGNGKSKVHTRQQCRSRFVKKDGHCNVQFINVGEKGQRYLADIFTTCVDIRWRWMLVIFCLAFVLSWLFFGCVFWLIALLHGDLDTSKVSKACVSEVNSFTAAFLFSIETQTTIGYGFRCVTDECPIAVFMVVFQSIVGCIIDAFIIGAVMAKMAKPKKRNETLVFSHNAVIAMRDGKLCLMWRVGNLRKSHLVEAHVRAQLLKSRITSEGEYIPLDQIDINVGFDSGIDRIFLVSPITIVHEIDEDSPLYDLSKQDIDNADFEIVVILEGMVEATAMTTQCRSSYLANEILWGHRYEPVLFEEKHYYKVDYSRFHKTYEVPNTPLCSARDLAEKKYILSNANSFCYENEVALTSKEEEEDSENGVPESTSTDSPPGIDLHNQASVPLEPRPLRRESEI
* marks the source's active call; other numbers are inactive results; . = not tested or not shown.

No.	Compound	STK33 kinase inh	Kir21 inh
1	Cc1nc(N[C@@H](Cc2c[nH]c3ccccc23)C(=O)O)c2oc3ccccc3c2n1	1.2	.
2	Cc1ccc(-c2nnn(CC(=O)N(c3ccccc3F)C(C(=O)NCC3CCCO3)c3c[nH]c4ccccc34)n2)cc1 (stereo not drawn)	0.4	0.8
3	Cc1ccnc(SCC(=O)c2ccc(Br)s2)n1	-0.7	0.88
4	Cc1cc(C)nc(SCc2ccc(C(=O)N/N=C/c3ccccc3C(=O)O)cc2)n1	-0.5	2.1
5	COc1cc(NC(=O)c2ccnc(N)c2)cc(C(=O)Nc2cccc(C(F)(F)F)c2)c1	1.8	1.5
6	COc1ccc2cnnc(SCC(=O)Nc3ccc(C(C)=O)cc3)c2c1OC	1.1	-2.2
7	Cc1nc(Cl)c(C(=O)NC(C)(C)C)c(C)c1Cl	-0.2	-0.03
8	COc1ccc(C(=O)N2CCN(C(=O)C3COc4ccccc4O3)CC2)cc1OC (stereo not drawn)	-1.1	-0.91
9	O=C(O)c1ccc(N/N=C/C=C/c2ccccc2[N+](=O)[O-])cc1	-3.4	3
10	Cc1nnc(Sc2cc(C(=O)NCCCN(C)Cc3ccccc3)c3ccccc3n2)s1	0.4	0.03
11	C=CCC1Cc2c(Br)cccc2C(CC=C)N1 (stereo not drawn)	0.9	0.86
12	Cc1ccc(NC(=O)c2ccccc2N(C)S(=O)(=O)c2ccccc2)c(C)c1	-0.1	0.86
13	COc1ccccc1NC(=O)Nc1ccc(Br)cn1	-1.2	0.77
14	O=C(CN1CCc2ccccc2C1)NCC(=O)Nc1ccc(F)cc1	0.6	-0.25
15	Cc1[nH]c2ccccc2c1/C=N/NC(=O)c1cc(C(C)(C)C)[nH]n1	3.3	1.6
16	Cc1cc2[nH]c(=O)c(=O)[nH]c2cc1S(=O)(=O)N1CCN(c2cccc(Cl)c2)CC1	-2.0	0.72
17	Cc1cccc(/C=N/NC(=O)c2ccc3c(c2)OCCO3)c1O	3.5	-0.1
18	CCC(C)Cn1c(C)nc2ccccc21 (stereo not drawn)	-0.6	0.24
19	Cc1ccc(SCC(=O)c2ccc(CC(=O)O)s2)cc1	-2.8	0.77
20	O=C(NCCS(=O)(=O)NC1CCCC1)c1ccccc1	-0.4	-0.34
21	Cc1ccn(CCC(=O)N2CCc3ccccc32)n1	-0.7	-0.53
22	CC1Cc2cc(/C(O)=C3/C(=O)C(=O)N(CCCn4ccnc4)C3c3ccc(F)cc3)ccc2O1 (stereo not drawn)	0.5	-0.14
23	O=C(NC(=S)Nc1ccccc1F)c1ccc(Br)o1	1.1	-0.25
24	CN1CC=C2C(C#N)=C(N)C(C#N)(C#N)C(c3ccsc3)C2C1 (stereo not drawn)	-0.2	-0.22
25	O=C(O)C1=C(C(=O)Nc2cc(C(F)(F)F)ccc2Cl)CCCC1	-1.7	-0.96
26	Cc1nnc2c(NCC(C)c3ccccc3)nc3ccccc3n12 (stereo not drawn)	-1.0	0.39
27	O=C(NCCN1CCOCC1)c1ccc(Cl)c(S(=O)(=O)N2CCOCC2)c1	-2.4	0.89
28	COc1cc(OC)c2c(-c3ccccc3)cc(=O)oc2c1C(CC(=O)N1CCOCC1)c1ccc(N(C)C)cc1 (stereo not drawn)	-0.8	0.39
29	COCCCN(CCNC(=O)c1ccc(NC2=NC3CS(=O)(=O)CC3S2)cc1)Cc1ccco1 (stereo not drawn)	-1.0	-0.46
30	COc1cc(C(=O)Nc2c(C)cc(C)cc2C)c(Br)c(OC)c1OC	-2.5	1.6
31	Cc1ccc2[nH]c(CN3CCN(C)C(CCO)C3)c(C)c2c1 (stereo not drawn)	-1.4	-0.62
32	CC1CCC(NC(=O)C2CCN(c3c4c(nc5ncnn35)CCC4)CC2)CC1 (stereo not drawn)	0.4	1.1
33	COC(=O)c1ccc(/C=N/OCC(=O)NCc2ccc(F)cc2)cc1	0.0	-2.1
34	COc1cccc(/C=N/NC(=O)c2c(C)nc3ccc(Br)cn23)c1O	-0.6	0.22
35	CCOc1cccc(OCCCOc2ccccc2)c1	-1.0	1
36	Fc1ccc2c(c1)C1C=CCC1C(c1cc3c(cc1Br)OCO3)N2 (stereo not drawn)	-1.1	0.94
37	CCn1nc(C(=O)NC2=NCCS2)c2ccccc2c1=O	-0.2	.
38	Cc1ccc(NC(=O)C23CCC(C)(C(=O)[C@H]2Br)C3(C)C)cc1 (stereo partly drawn)	0.0	-0.88
39	O=c1c(Cl)c(N2CCN(S(=O)(=O)c3ccccc3)CC2)cnn1-c1ccccc1	0.2	0.08
40	Cc1ccc(CC(=O)NCCC(=O)O)cc1	-0.6	0.97
41	Cc1cc(C)c(S(=O)(=O)N(C)CC(=O)NCc2cccnc2)c(C)c1	1.5	-2.3
42	COC(=O)c1ccc(S(=O)(=O)NCc2ccco2)n1C	-1.5	1.3
43	Cc1cc2c3nonc3ccc2n1-c1ccccc1	-0.3	0.47
44	Cc1ccc(CCNC(=O)c2ccc(CS(=O)(=O)Cc3ccc(F)cc3)o2)cc1	-0.2	1.6
45	CCOc1ccc(C2N(c3ccc(Cl)cc3)C(=O)C3CCCN32)cc1OC (stereo not drawn)	-1.1	-0.36
46	Cc1cccc(N2C(=S)NC3c4ccccc4OC2(C)C3C(=O)N(C)C)c1 (stereo not drawn)	-0.8	0.02
47	CCOC(=O)N1CCN(C(=O)CSCc2ccccc2Cl)CC1	0.3	-0.25
48	CCN(CC)S(=O)(=O)c1ccc(C)c(NC(=O)COC(=O)CNC(=O)c2ccc(C(C)(C)C)cc2)c1	0.2	0.77
49	C=CCOC(=O)C1=C(C)NC(SCC(=O)N(CC)CC)=C(C#N)C1c1ccco1 (stereo not drawn)	0.4	-1.2
50	O=C(COC(=O)CNC(=O)c1ccc(Cl)cc1)Nc1ncc(C(F)(F)F)cc1Cl	0.7	-0.1
51	COc1ccc([C@H]2CC(=O)C=C(/C=C/c3ccc(Cl)cc3)C2)cc1	0.2	.
52	Cc1ccc(CN2CCN(Cc3ccc4cccc(F)c4n3)CC2CCO)cc1 (stereo not drawn)	-0.6	0.01
53	CNC(=S)N1CCn2cccc2C1c1ccc(F)cc1 (stereo not drawn)	-1.5	-0.9
54	COC(=O)C1=C(CSc2nnnn2C)NC(=O)NC1c1cc(C)ccc1C (stereo not drawn)	0.1	-0.4
55	Cc1noc2ncnc(Sc3ccc(Cl)cc3)c12	-1.8	1.4
56	CCn1c(CNC(=O)c2ccccc2)nc2ccccc21	-0.1	-1.4
57	Cc1cc(C(=O)N2CCCC(N3CCN(c4cccc(C(F)(F)F)c4)CC3)C2)nn1C (stereo not drawn)	0.1	0.07
58	CCC(C)NC(=O)NC(=O)N(C1CCCCC1)S(C)(=O)=O (stereo not drawn)	-2.2	-0.85
59	Cc1cc(NC(=O)CSc2nc3ccccc3n2CC(=O)N2CCCCC2)no1	.	0
60	CC(c1ccco1)N(C(=O)c1ccccc1NS(=O)(=O)c1ccc(Cl)cc1)c1ccccn1 (stereo not drawn)	-0.9	-0.34

Continuation:
No.	Compound	STK33 kinase inh	Kir21 inh
61	Cc1ccc(S(=O)(=O)N(CC(=O)N=Nc2c(O)[nH]c3ccccc23)c2ccc(C)c(C)c2)cc1	-0.3	.
62	CCN(CC(=O)Nc1ccc(NC(C)=O)cc1)C(=O)Cc1ccc(S(=O)(=O)N2CCOCC2)s1	0.9	0.07
63	CCOC(=O)c1c(C)n(C)c2ccc(OC)c(NC(=O)CN3CCC(C(=O)OCC)CC3)c12	0.2	0.5
64	Cc1cccc(-c2nc3ccccc3c(=O)n2N)c1	-0.8	0.68
65	CCn1nc(C(=O)NNC(=O)C2CSC3(C)CCC(=O)N23)c2ccccc2c1=O (stereo not drawn)	-1.9	.
66	CCC(=O)NCCc1nc2cc(NC(=O)COc3ccccc3)ccc2n1C	-0.1	0.04
67	O=C(NCCN1CCOCC1)c1cc(-c2ccc(Cl)cc2Cl)on1	-1.4	1.7
68	CCOc1ccc(NC2=CC(=O)CC(c3ccco3)C2)cc1 (stereo not drawn)	0.7	0.49
69	Nc1nc(SCC(=O)c2cc(F)ccc2F)n[nH]1	-0.6	-0.25
70	CCC(CC)NC(=O)c1ccccc1Oc1ccccc1	-1.6	-6.9*
71	Cc1ccc(CN2CCSc3ccc(C(=O)NCc4ccccn4)cc32)cc1	-1.8	-0.54
72	COc1ccc(-n2cnc3cc(NCc4cccs4)ccc32)cc1	1.5	0.32

Some of the entries above, reformatted.
33. COC(=O)c1ccc(/C=N/OCC(=O)NCc2ccc(F)cc2)cc1
- STK33 kinase inh: 0.0
- Kir21 inh: -2.1
37. CCn1nc(C(=O)NC2=NCCS2)c2ccccc2c1=O
- STK33 kinase inh: -0.2
- Kir21 inh: .
54. COC(=O)C1=C(CSc2nnnn2C)NC(=O)NC1c1cc(C)ccc1C (stereo not drawn)
- STK33 kinase inh: 0.1
- Kir21 inh: -0.4
47. CCOC(=O)N1CCN(C(=O)CSCc2ccccc2Cl)CC1
- STK33 kinase inh: 0.3
- Kir21 inh: -0.25

(more compounds)
No.	Compound	STK33 kinase inh	Kir21 inh
73	NC1=NC(c2ccc(Br)cc2)n2c(nc3ccccc32)N1 (stereo not drawn)	-0.8	0.33
74	CC(CCc1ccco1)NC(=O)Nc1cccc(F)c1 (stereo not drawn)	0.7	-0.03
75	c1ccc(-c2nn3c(Cn4cnc5ccccc54)nnc3s2)cc1	-1.8	-0.11
76	C#CC(=O)CCC1CCCN1C(=O)OC(C)(C)C (stereo not drawn)	-1.1	.
77	CCOC(=O)C1CCN(C(=O)c2cccs2)CC1	1.0	1.5
78	O=C(Nc1ccc(NC(=O)c2ccccn2)cc1)C(=O)Nc1ccc2c(c1)OCCO2	0.1	0.45
79	COc1ccccc1/C=C/C(=O)OCC(=O)Nc1ccc(Cl)cn1	-0.1	-3.8
80	O=C(Nc1ccccc1)c1ccc(F)cc1F	-1.5	1.7
81	Cc1ccc(NC(=O)C(=O)NCCN2CCN(Cc3ccc([N+](=O)[O-])cc3)CC2)cc1	0.3	-0.82
82	COc1ccc(N(C(=O)c2ccco2)S(=O)(=O)c2cc(Cl)c(Cl)cc2Cl)cc1	-1.5	0.83
83	CN1C(=O)c2ccc(NC(=O)c3cccc4ccccc34)cc2C1=O	-1.6	0.15
84	CCn1nc(NS(=O)(=O)c2ccc(NC(C)=O)cc2)c2cc3cccc(C)c3nc21	0.1	1.1

Down the list, quoted from above:
Entries 74–84 in STK33 kinase inh read 0.7, -1.8, -1.1, 1.0, 0.1, -0.1, -1.5, 0.3, -1.5, -1.6, 0.1
Entries 74–84 in Kir21 inh read -0.03, -0.11, ., 1.5, 0.45, -3.8, 1.7, -0.82, 0.83, 0.15, 1.1

Next part:
No.	Compound	STK33 kinase inh	Kir21 inh
85	COCCCN1CN(Cc2ccco2)CNC1=S	-1.3	-0.01
86	CCCOc1ccc(N2C(=O)C3C4C=CC(CC4)C3C2=O)cc1 (stereo not drawn)	-0.4	1.5
87	Cc1nc(C)c(-c2ccc(SCc3cccc(F)c3)nn2)s1	-0.2	-0.33
88	COc1ccc(S(=O)(=O)Oc2ccccc2C(=S)N2CCOCC2)cc1	-0.4	-0.61
89	CCC(=O)Nc1ccc(C(=O)CSc2nc3ccccc3cc2CC)cc1	1.9	-1.5
90	Cc1nc2ccc(S(=O)(=O)NCC(=O)Nc3ccc(F)cc3)cc2s1	-1.5	0.01
91	Nc1ncnc2c1ncn2[C@@H]1O[C@H](CNCc2cccn2-c2nccs2)[C@@H](O)[C@H]1O	-0.1	.
92	O=C(Nc1cccc(-c2csc(-c3ccccc3)n2)c1)c1cccs1	-2.6	1.5
93	COc1ccc(NC(=O)CSc2nc(O)cc(=O)n2C)cc1	0.3	0.33
94	Cc1ccsc1C(=O)OCC(=O)c1cc(C)n(C)c1C	-1.1	.
95	Cc1noc(C)c1CSc1cc(C)c2ccccc2n1	1.0	0.37
96	COc1ccc(CNC(C)CCc2ccccc2)cc1 (stereo not drawn)	1.3	-6.3*
97	O=C(CN1C(=O)NC2(CCCCC2)C1=O)NCc1ccc2c(c1)OCO2	-0.1	0.87
98	COc1ccccc1-c1cc(SC)c(C#N)c(=O)o1	-1.7	-3.3
99	Cc1sc2nc(CN3CCCC3)nc(NCc3ccncc3)c2c1C	-2.8	-0.96
100	O=S(=O)(Nc1ccc2c(c1)OCCO2)c1ccc(Br)s1	-2.8	0.04
101	O=C1C(=O)N(Cc2cccnc2)C(c2ccccn2)/C1=C(/O)c1ccc(F)cc1 (stereo not drawn)	-1.3	0.5
102	CCOc1c2ccc(C(=O)NCc3ccccc3OC)cc2nn1CC	-0.7	-0.29
103	COC(=O)[C@H](Cc1c[nH]c2ccccc12)NC(=O)NCc1ccc(OC)cc1	-1.4	-0.82
104	COc1ccc(CNC(=O)[C@@H]2CCCN2C(=O)[C@@H]2Cc3ccccc3CN2C(=O)OC(C)(C)C)cc1	-1.7	-0.58
105	CC1(c2ccc3ccccc3c2)NC(=O)N(CC(=O)Nc2ncccc2O)C1=O (stereo not drawn)	-0.2	.
106	CCOc1ccc(NC(=O)CSc2nnc(Cn3cnc([N+](=O)[O-])n3)n2CC)cc1	0.1	-1.3
107	Cc1ccccc1CSc1n[nH]c(NS(=O)(=O)c2ccccc2)n1	-1.7	-0.2
108	O=C(C1CCCN(Cc2ccc3c(c2)OCO3)C1)N1CCCC1 (stereo not drawn)	-2.7	0.09

Kir21 inh, hit marks shown above
No.	Compound	STK33 kinase inh	Kir21 inh
70	CCC(CC)NC(=O)c1ccccc1Oc1ccccc1	-1.6	-6.9*
96	COc1ccc(CNC(C)CCc2ccccc2)cc1 (stereo not drawn)	1.3	-6.3*

The list continues:
No.	Compound	STK33 kinase inh	Kir21 inh
109	COc1ccc(C(=O)NC(=S)Nc2ccc(S(N)(=O)=O)cc2)cc1	0.5	0
110	COc1cc(/C=C/C(=O)OCC(=O)N(C)C2CCS(=O)(=O)C2)ccc1OC(F)F (stereo not drawn)	4.0	1
111	CCCCN(CC)S(=O)(=O)c1ccc2c(c1)CCCN2C(C)=O	-0.7	-1.8
112	O=C(O)c1ccc(N/N=C2/CCCc3ccccc32)cc1	-1.2	0.94
